TTR transcr act = TTR transcription activation, primary screen. activation, % at 16.7 µM. 92,000 tested, 1.3% active. SH-SY5Y TTR promoter Gaussia luciferase, luminescence; 100% = recombinant luciferase protein wells;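 active means activation above the mean of all tested compounds plus 3 SD, cut at about 9.5% in these data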;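 further: cells exposed to compounds for one day before reading; 0% = median of all test compound wells on the plate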
Active calls of the source: *. These rows are one share of the data; the hit share may differ from the screen's.

TTR transcr act | mol
-0.9 | CCN(CC)C(=O)C(=O)c1cccn1-c1ccc(C#N)cc1
9.8* | C(=N\n1cnnc1)/c1cccnc1
1.9 | COc1ccc(NC(=O)COC(=O)Cc2ccc(Br)cc2)cc1
-0.3 | COC(=O)c1ccc(NC(=O)CSc2nc(N)c(NC(=O)c3ccc(Br)o3)c(=O)[nH]2)cc1
1.1 | O=C(OC1CCN(c2ncc(C(F)(F)F)cc2Cl)CC1)c1ccc(Cl)cc1
-1.6 | Cc1sc(N)nc1C12CC3CC(CC(C3)C1)C2
-1.1 | Oc1ccccc1C=NCCN1CCN(CCN=Cc2ccccc2O)C1c1ccccc1O (stereo not given)
-1.0 | CCCNC(=O)C1(C)CCCN(C(=O)c2ccccc2OC(F)(F)F)C1 (stereo not given)
-1.5 | CC1=NN(c2ccccc2)C(=O)/C1=C/c1cccc(C)c1
-1.5 | CCN1Cc2cc(OC)ccc2-c2ccccc2S1(=O)=O
-2.1 | CN(C)c1ccc(N=Nc2ccccc2C(=O)OCC(=O)Nc2ccccc2C(F)(F)F)cc1
-0.3 | S=C(NCc1cccs1)NCC1CCCO1 (stereo not given)
4.0 | Cc1ccc(S(=O)(=O)NCCSc2nnc(N)s2)cc1
-2.2 | Cc1ccc(N2C(=O)N3[C@@H]4c5ccccc5OC[C@@H]4[C@@H](c4ccccc4)[C@@]3(C)C2=O)cc1
-1.1 | COc1cccc(CC(=O)Nc2ccc3c(c2)OC2(CCCC2)O3)c1
-0.5 | COC(CN(C(=O)CCl)C(C(=O)NC1CCCCC1)c1ccccc1C)OC (stereo not given)
0.5 | COC(=O)[C@H](CC(C)C)NC(=O)Nc1ccc(F)cc1
11.7* | COc1ccc(S(=O)(=O)N(C)C[C@H]2Oc3ccc(NC(=O)C4CC4)cc3C(=O)N([C@H](C)CO)C[C@@H]2C)cc1
1.2 | NC(=O)/C(=C\c1ccccc1)NC(=O)c1ccc(NC(=O)c2ccccc2)cc1
0.9 | Cc1cccc(NC(=O)c2cccc(C(F)(F)F)c2)c1
-0.2 | Cc1cccc(NC(=O)NC2(C)CCS(=O)(=O)C2)c1 (stereo not given)
5.1 | CCCCNC(=O)Nc1c(C(=O)OC)[nH]c2ccc(C)cc12
-0.5 | Cc1ccc(C)n1-c1ccc(-c2ccn[nH]2)cc1
-0.2 | COc1cc(C(=O)Nc2ccc(C)cn2)c([N+](=O)[O-])cc1OC
3.1 | CC(C)(CO)CNC(=O)CC1C(=O)NCCN1CC(c1ccccc1)c1ccccc1 (stereo not given)
1.0 | Cc1ccc(C(=O)Oc2cc(C)[nH]c(=O)c2[N+](=O)[O-])cc1
-1.3 | Cc1n[nH]c(=O)c2c(NC(=O)CSc3nc4ccccc4c(=O)n3C(C)C)oc(C)c12
0.3 | O=c1c(Cc2ccc(F)cc2)c(O)ccn1Cc1ccc(F)cc1
-1.0 | COc1ccc(-c2csc(NC(=O)CSc3ncn[nH]3)n2)cc1OC
-0.4 | COc1cc(C(=O)Oc2ccc3c(c2)OCC3=O)cc(OC)c1OC

Quoted from the listing.
Value for Cc1cccc(NC(=O)NC2(C)CCS(=O)(=O)C2)c1 (stereo not given) in TTR transcr act: -0.2
Value for S=C(NCc1cccs1)NCC1CCCO1 (stereo not given) in TTR transcr act: -0.3
Value for O=c1c(Cc2ccc(F)cc2)c(O)ccn1Cc1ccc(F)cc1 in TTR transcr act: 0.3

Next section:
TTR transcr act | mol
-0.9 | CC1=NN(C(=O)c2ccccc2Cl)C(O)(c2ccccc2)C1 (stereo not given)
0.7 | CCN(CC(=O)Nc1ccc(NC(C)=O)cc1)C(=O)C1CCCC1
6.2 | Cc1cc(C(=O)Nc2ccc(S(=O)(=O)Nc3onc(C)c3C)cc2)c(C)o1
0.9 | CC(C)NC(=O)CSc1nc2[nH]ncc2c(=O)[nH]1
-2.0 | O=C1NC[C@H](CC2CCCCC2)N(CCc2cccc(F)c2)C1=O
-0.5 | CCCCn1nnnc1C1(C)CCC(=O)N1c1ccc(N2CCOCC2)cc1 (stereo not given)
-0.8 | CCC(=O)Nc1ccc(C(=O)N2CCN(C(=O)c3ccco3)CC2)cc1
0.9 | O=S(=O)(NCCSc1ccccc1)c1ccc(F)cc1
-1.3 | O=CNC(=O)c1ccccc1C(=O)O
0.6 | CC(C)(C)N1C(=O)[C@H]2[C@@H](c3ccc(Br)cc3)N3C(=O)N(c4ccccc4)C(=O)[C@@]3(C)[C@H]2C1=O
0.6 | CC(C)c1ccc(C(=O)Nc2cc(Cl)ccc2C(=O)O)cc1
-1.5 | COc1cccc(NC(=S)N2CCC(C(=O)c3ccc(F)cc3)CC2)c1
0.9 | CCOC(=O)N1Cc2cc3ccccc3nc2C1
0.1 | Cc1cc(C(=O)Nc2c(C)cccc2C)n(-c2ccccc2)n1
0.3 | CC(C)(C)SCCNS(=O)(=O)c1ccc(C#N)cc1
1.0 | CSc1nc(N)c2cn[nH]c2n1
0.3 | C=CCCOc1ccccc1C(N)=O
1.7 | O=C(Nc1cccnc1)c1cc(-c2ccc(Cl)c(Cl)c2)on1
6.2 | Cc1cccc(C)c1NC(=O)C1c2ccccc2OCC(=O)N1Cc1ccc2c(c1)OCO2 (stereo not given)
-0.4 | COc1ccc(Cl)cc1NC(=O)CC(=O)Nc1cc(Cl)ccc1OC
1.4 | Cc1ccccc1NS(=O)(=O)c1cc(OCC(N)=O)c(C)cc1Cl
2.3 | Cc1cccc(NC(=O)Cn2c(=O)oc3ccccc32)c1
6.4 | O=C(Cn1c(=O)oc2ccccc21)N1CCCCC1
1.2 | O=C(Cn1c(=O)oc2ccccc21)N1CCN(c2ccccc2)CC1
0.1 | O=C(COC(=O)c1cnccn1)c1ccccc1
-0.2 | COc1cc(C(=O)NCc2ccc3c(c2)cc(C)n3C)cc(OC)c1OC
-0.2 | COc1ccc(N2CCN(C(=O)CN(c3cccc(OC)c3)S(=O)(=O)c3ccccc3)CC2)cc1
-0.8 | CCc1cccc(CC)c1NC(=O)CN1CCN(S(=O)(=O)c2ccccc2)CC1
-1.7 | C[C@@H]1CN([C@H](C)CO)S(=O)(=O)c2ccc(C#Cc3ccccc3)cc2O[C@H]1CN(C)C(=O)Nc1ccc2c(c1)OCO2
-0.3 | COc1ccccc1OCC(=O)N1CCNC1=O
4.2 | O=C(NCCSC1CCCCC1)c1ccccc1
-0.6 | CCN(CC)CCNC(=S)Nc1ccc2nc3n(c(=O)c2c1)CCCCC3
7.0 | O=C(O)c1ccc(NC(CSCc2cccc(F)c2)C(=O)O)c([N+](=O)[O-])c1 (stereo not given)
-3.4 | CC[C@@H](CC1CCCCC1)C(=O)N(Cc1ccccc1)c1ccccc1
-1.7 | CC(C)C[C@@H](CN1CCC[C@@H]1CN1C(=S)NC[C@@H]1Cc1ccc(O)cc1)N1C[C@H](Cc2ccc(O)cc2)N(CC2CCCCCC2)C1=S
0.3 | CCC(=O)Nc1nnc(S(=O)(=O)N2CCCc3ccccc32)s1
0.8 | O=C(NC(=S)NNC(=O)c1cnccn1)c1ccc(Cl)cc1
3.9 | COC(=O)C1CCN(c2ccc(C(N)=O)cc2[N+](=O)[O-])CC1
-2.9 | Clc1ccc(C2=CSC3=NCCN23)cc1Cl
-1.6 | Nc1nn(-c2ccccc2Cl)cc1-c1nn[nH]n1
-3.3 | Cc1cc(OCC(=O)N2CCc3ccccc3C2)c2c(-c3ccccc3)cc(=O)oc2c1
-0.4 | COC(=O)c1ccc(C2/C(=C(\O)c3ccc4c(c3)OCCO4)C(=O)C(=O)N2CCCN(C)C)cc1 (stereo not given)
0.0 | CCCN(CC1CC1)C(=O)CCc1nnc(C(OC)c2ccccc2)o1 (stereo not given)
0.9 | COc1ccc(OC(=O)COc2ccc(Cl)cc2)cc1
-0.6 | COc1cc(O)c(C(CCN2CCCCC2)c2ccc3c(c2)OCO3)c(OC)c1 (stereo not given)
1.8 | Cc1ccc(CNC(=O)c2ccccc2NC(=O)CN2CCN(C)CC2)cc1
-2.5 | COc1cccc(-c2ncn(CCc3ccccc3OC)c2C(C)C)c1
2.5 | Cc1cnc(C(=O)Nc2c(-c3ccccc3)[nH][nH]c2=O)cn1
0.8 | CCOC(=O)c1ccc(NC(=O)c2nc[nH]c2C(=O)NC[C@H](C)O)cc1
1.9 | CCCC(=O)Nc1nnc(SCC(=O)Nc2nc(C)cs2)s1
1.9 | Cc1cccc(NCC(=O)c2c(N)n(C)c(=O)n(C)c2=O)c1C
-1.0 | Cc1ccc(-c2noc(CSc3nnc(-c4ccccc4)n3C)n2)cc1
3.8 | Cc1ccc(NC(=O)N2Cc3ccccc3CC2C(=O)NC(C)(C)C)cc1 (stereo not given)
-0.9 | C[C@@H](CC#N)CN1CC[C@H](C(C)(C)C)CCC1=O
0.1 | O=S(=O)(CC(O)COc1ccccc1Cl)c1ccccc1 (stereo not given)
-2.5 | CC(C)c1ccc(-c2nn(-c3ccccc3)cc2C(=O)NCC2CCCO2)cc1 (stereo not given)
3.2 | NC(=O)c1nc(-c2ccco2)nc2c1[nH]c(=O)n2-c1ccc(Cl)c(Cl)c1
-0.8 | CCCCCCn1c(N(CC)CC)nc2c1c(=O)[nH]c(=O)n2C
-1.8 | CC(=NCCCN(C)C)C1=C(O)c2ccccc2C1=O
0.7 | Fc1ccc(-c2nc3ccccc3c3nc4ccccc4n23)cc1

New compounds follow.
TTR transcr act | mol
-1.6 | CCOC(=O)c1ccc(NC(=O)NCc2ccn(CC)n2)cc1
-0.1 | O=C(Cn1c2ccccc2c2nc3n(c(=O)c21)CCCS3)Nc1ccccc1
3.0 | CC(C)CNS(=O)(=O)c1ccc(NC(=O)Cn2nc(-c3ccc(F)cc3)ccc2=O)cc1
-1.6 | NC(=O)CC(NC(=O)Cc1cccc2ccccc12)c1ccc(NCc2cc(F)ccc2F)c([N+](=O)[O-])c1 (stereo not given)
2.3 | CN(C)CCNC(=O)C1Cc2c(-c3ccccc3Oc3ccccc3)ccnc2O1 (stereo not given)
1.1 | CC(=O)Nc1ccc(S(=O)(=O)NCCC(=O)Nc2ccc(C)cn2)cc1
0.9 | CCc1nc2ccc(C(=O)NCCCn3ccnc3)cn2c1N(C)Cc1ccc(OC)cc1
-3.2 | COC(=O)C1=C(C)N(c2ccc(C)cc2)/C(=C/c2cccs2)C1=O
-2.2 | COc1ccc(-n2c(C)cc(C(=O)CN3C(=O)C(=O)N(Cc4ccccc4)C3=O)c2C)cc1
-1.2 | C=CC[C@@H](CC(=O)NCCO)C(=O)N[C@@H](COC(=O)[C@@H](CC=C)Cc1ccc(F)cc1)Cc1c[nH]c2ccccc12
-2.5 | C=CCC[C@@H](Cc1ccc(F)cc1)C(=O)OC[C@@H](Cc1c[nH]c2ccccc12)NC(=O)[C@H](CC=C)CC(=O)NCCO
-1.6 | CCOc1cc(NC(=O)c2ccccn2)c(OCC)cc1NC(=O)c1cccc(C)c1
7.8 | CNC(=S)N/N=C/c1c(C)nn(-c2ccccc2)c1Cl
-2.1 | Cn1c(=O)c2nc(-c3ccc(Cl)cc3Cl)oc2c2ccccc21
0.3 | CC(C)Sc1nc2ccccc2n2cnnc12
1.8 | Cc1ccc(C(=O)Nc2nc(=O)n(C(=O)c3ccccc3C)s2)cc1
2.2 | COc1ccccc1C(=O)O/N=C(\c1ccccc1)c1ccncc1
1.0 | CCN1C[C@@H]2[C@@H]3C(=O)N(C)C(=O)[C@@H]3[C@](CC)(C1=O)N2C(=O)c1ccc(C(C)(C)C)cc1
-2.0 | Cc1nc(C)c(C(=O)Nc2ccc(Oc3ccccc3)cc2)o1
0.5 | CN(C)c1ccc(NC(=O)c2ccc3nsnc3c2)cc1
3.9 | O=C(CSc1nnc2ncccn12)N1CCCCCC1
-0.4 | COc1cc(/C=N/NC(=S)Nc2cccc(Cl)c2C)ccc1OCC(=O)N1CC(C)OC(C)C1 (stereo not given)
-1.6 | Cc1ccc(-c2nn(CCC(=O)O)cc2/C=C\C(=O)c2ccc(Br)cc2)cc1
-1.3 | O=C1N(c2ccccc2)C(c2ccccc2)N2CCCN12 (stereo not given)
-1.4 | NS(=O)(=O)c1ccc(CCNC(=S)NC2CCCCC2)cc1
1.9 | O=C(NCc1ccc(Cl)cc1)C1CCC(=O)N(C2CCCCCC2)C1 (stereo not given)
1.8 | CC(NC(=O)c1noc2c1CCCCC2)c1ccccc1 (stereo not given)
-0.4 | CCNC(=O)Nc1nc2ccccc2s1
-0.9 | COc1ccc(NC(=O)C2CCN(C(=O)C3CC(=O)N(c4ccc(C)cc4)C3)CC2)cc1 (stereo not given)
-1.2 | COc1ccc(NC(=O)CN2C(=O)CSc3ccc(S(=O)(=O)N4CCCC4)cc32)cc1OC

Four entries from above, set out differently.
CC(C)Sc1nc2ccccc2n2cnnc12
  TTR transcr act: 0.3
CCOC(=O)c1ccc(NC(=O)c2nc[nH]c2C(=O)NC[C@H](C)O)cc1
  TTR transcr act: 0.8
CN(C)c1ccc(N=Nc2ccccc2C(=O)OCC(=O)Nc2ccccc2C(F)(F)F)cc1
  TTR transcr act: -2.1
O=C(Cn1c2ccccc2c2nc3n(c(=O)c21)CCCS3)Nc1ccccc1
  TTR transcr act: -0.1

More entries:
TTR transcr act | mol
0.8 | CCC(C)(C)n1nnnc1C(c1ccc(Cl)cc1)N1CCN(C)CC1 (stereo not given)
4.3 | Cn1nc(NC(=O)CC23CC4CC(CC(C4)C2)C3)c2c(F)cccc21
-2.5 | COc1ccc(N2C(=O)[C@@H]3[C@H](C2=O)[C@H]2c4ccccc4C=CN2[C@@H]3C(C)=O)cc1
3.2 | O=C(NC(=S)Nc1ccccc1N1CCOCC1)c1ccc(-c2cccc(Cl)c2)o1
2.9 | COc1ccc(Br)c(-c2nnc(CS(=O)(=O)c3ccccc3)o2)c1
-2.0 | CCC[C@@H]1C[C@@]1(CCC)[C@@H](NC(=O)c1ccccc1)c1ccc(C(=O)OC)cc1
4.5 | CCCOCCOC(=O)C1=C(C)NC(=O)NC1c1cc(Cl)c(O)c(OC)c1 (stereo not given)
1.4 | CCOC(=O)c1cnc2c(Cl)cccc2c1NCCN(C)C

Five compounds from above, arranged by the number in TTR transcr act, falling:
Molecule,TTR transcr act
Cn1nc(NC(=O)CC23CC4CC(CC(C4)C2)C3)c2c(F)cccc21,4.3
O=C(NC(=S)Nc1ccccc1N1CCOCC1)c1ccc(-c2cccc(Cl)c2)o1,3.2
CCOC(=O)c1cnc2c(Cl)cccc2c1NCCN(C)C,1.4
CCC(C)(C)n1nnnc1C(c1ccc(Cl)cc1)N1CCN(C)CC1 (stereo not given),0.8
COc1ccc(N2C(=O)[C@@H]3[C@H](C2=O)[C@H]2c4ccccc4C=CN2[C@@H]3C(C)=O)cc1,-2.5

Screening data from PubChem BioAssay.
